aSyn 5UTR inh: MLPCN primary screen, SNCA 5' untranslated region; 300,000 tested, 0.82% active; AID 1813, 2009; inhibition, % (tested at 7.5 µM); alpha-synuclein 5'UTR reporter, inhibitor activity; in the data active = inhibition above about 60%; inconclusive = no clear call, values can overlap the other calls;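 also: H4 neuroglioblastoma cells stably carrying SNCA 5'UTR luciferase fusion; 0% = DMSO wells and 100% = positive control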
HSF-1 act: HSF-1 activators, primary screen, NIH3T3-HGL cells, MG132 stress, luminescence, single point. NIH3T3-HGL HSF-1 luciferase reporter, 8 h; 100% = twice DMSO control signal. activation, % at 9 µM. 300,000 tested, 1.7% active;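 active = mean replicate activation of at least 50% with a set share of replicates each reaching 50%; inconclusive = only one of those two conditions met; inactive = mean below 50% and too few replicates reaching it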;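 also: 0% = median of the neutral control wells and 100% = twice that signal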
Platelet DG rel: inhibitors of platelet dense granule secretion, primary screen, cell-based, MLPCN, human platelets. human platelet-rich plasma, SFLLRN dense granule ATP release, luminescence. inhibition, %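 (compounds screened at 7.5 µM in platelet-rich plasma)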. 300,000 tested, 0.22% active. AID 1663, 2009;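 active = mean replicate score, as percent of positive control, at or above 50; inconclusive = mean below 50 but at least one replicate at or above 50; inactive = mean and every replicate below 50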
GSK3B inh: human GSK3beta kinase inhibitors, primary screen, biochemical, cell-free homogeneous, HTS; Glycogen synthase kinase-3 beta (Homo sapiens), P49841; GST-GSK3beta kinase, ADP-Glo luminescence, 60 min; stronger effect = lower value; activity score (negative = inhibition), % at 10 µM; 300,000 tested, 0.038% active; AID 2097, 2009;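 active = more than half of replicate wells score below -50%, meaning over 50% inhibition versus plate controls; inconclusive = some replicates but at most half score below -50%; inactive = no replicate scores below -50%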;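 also: 0% = median DMSO wells and -100% = median GW8510 positive control wells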
Target sequence (P49841 whole entry, looked up): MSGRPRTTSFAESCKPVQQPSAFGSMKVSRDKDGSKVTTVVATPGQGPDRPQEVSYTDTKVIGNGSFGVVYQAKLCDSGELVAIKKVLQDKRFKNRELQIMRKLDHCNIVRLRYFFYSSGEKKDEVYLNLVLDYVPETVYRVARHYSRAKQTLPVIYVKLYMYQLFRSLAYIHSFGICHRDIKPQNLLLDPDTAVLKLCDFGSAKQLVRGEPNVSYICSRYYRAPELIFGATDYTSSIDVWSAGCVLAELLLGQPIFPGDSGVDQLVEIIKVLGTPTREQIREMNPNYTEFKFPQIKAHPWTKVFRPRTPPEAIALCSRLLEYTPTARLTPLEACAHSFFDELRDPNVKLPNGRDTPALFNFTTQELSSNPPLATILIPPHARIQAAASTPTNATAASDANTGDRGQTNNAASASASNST
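Assay system: GST-fused GSK3beta enzyme, cell-free / Medium: Tris pH 7.5 buffer with MgCl2, DTT, BSA, heparin / Also added: peptide substrate plus 25 µM ATP (final) / Compound: 10 µM single point / Timing: kinase reaction with compound 60 min at room temperature / Detection: ADP-Glo luminescence / Benchmarks: DMSO neutral wells and GW8510 at 20 µM as positive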
Dyrk1A ADPGlo: rat Dyrk1A kinase inhibitors, primary screen, biochemical, single point, plate reader | Dual specificity tyrosine-phosphorylation-regulated kinase 1A (Rattus norvegicus), Q63470 | inhibition, % at 12.5 µM | ADP-Glo luminescence, NFATc1 peptide | 310,000 tested, 0.43% active; in the data active = inhibition above about 50%;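 also: plate controls were vehicle with enzyme for no effect and no enzyme for full effect; many of its hits are not listed in these tables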
IEC-6 cytotox: cytotoxicity in IEC-6 intestinal epithelial cells, primary screen, cytotoxicity control for KLF5 inhibitor project, cell-based, luminescence; IEC-6 cytotoxicity, luminescence viability; AID 1825, 2009; 290,000 tested, 0.78% active; inhibition, % at 5 µM; in the data active = inhibition above about 22%;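 also: 0% = plate median of test compound wells and 100% = cytotoxic reference compound wells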
KLF5 inhibitor: KLF5 expression inhibitors, primary screen, DLD-1 cells, luminescence. inhibition, % at 5 µM. 290,000 tested, 0.23% active. DLD-1 KLF5 promoter-luciferase reporter;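 active = inhibition above a per-plate limit of that plate's mean compound inhibition plus 3 SD, cut at about 60% in these data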;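 also: 0% = DMSO wells and 100% = LY294002 at 200 µM; higher means less KLF5 promoter-driven luciferase light; inactives centre near -14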
HSF1 inh: HSF1 inhibitors in luciferase reporter cells, primary screen, cell-based, NIH3T3, luminescence; NIH3T3-HGL HSE-luciferase, MG132-induced, luminescence 8 h; stronger effect = lower value; activity change, negative = inhibition, % at 7.5 µM (by protocol); 300,000 tested, 0.77% active; AID 2098, 2009;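 active = more than half of replicate wells show activity change below -50%, luminescence cut by over half; inconclusive = some wells, but at most half, below -50%; inactive = no replicate well below -50%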;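 also: luciferase reports HSF-1 transcriptional activity via heat shock element; 0% = median of DMSO wells and -100% = zero luminescence signal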
GSK3A inh: blockers of GSK3A enzyme activity – biochemical, luminescence, cell-free homogeneous, HTS, primary screen. GSK-3 alpha kinase, ADP-Glo luminescence, 60 min. inhibition, % at 10 µM. 320,000 tested, 0.1% active;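 in the data active = inhibition above about 50%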;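 also: GST-tagged GSK-3 alpha with peptide substrate and 25 µM ATP; 0% = DMSO neutral wells and 100% = GW8510 positive control wells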
Target sequence (P49840 whole entry, looked up): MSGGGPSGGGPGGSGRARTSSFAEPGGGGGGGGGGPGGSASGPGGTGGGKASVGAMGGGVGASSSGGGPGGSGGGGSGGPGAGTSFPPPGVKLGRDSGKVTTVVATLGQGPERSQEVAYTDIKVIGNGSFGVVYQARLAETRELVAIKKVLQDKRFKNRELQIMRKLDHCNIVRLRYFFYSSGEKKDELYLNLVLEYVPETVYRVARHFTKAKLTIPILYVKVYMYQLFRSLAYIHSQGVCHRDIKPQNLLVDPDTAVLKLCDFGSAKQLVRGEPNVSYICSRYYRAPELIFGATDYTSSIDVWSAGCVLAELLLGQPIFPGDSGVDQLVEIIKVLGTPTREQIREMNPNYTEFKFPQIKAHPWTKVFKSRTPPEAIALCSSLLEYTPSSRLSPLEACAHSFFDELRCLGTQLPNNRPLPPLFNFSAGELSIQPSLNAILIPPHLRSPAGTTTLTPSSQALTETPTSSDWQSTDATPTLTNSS
HSP90 refold inh: HSP90 inhibitors, primary screen, cell lysate, luminescence; 290,000 tested, 0.91% active; Heat shock protein HSP 90 (rabbit reticulocyte lysate; luciferase refolding); inhibition, % at 5.6 µM; Rabbit reticulocyte lysate, luciferase refolding luminescence, 3 h;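 active = inhibition above the screen-wide mean plus 3 SD, computed separately per campaign, cut at about 16% in these data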;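 also: 0% = DMSO wells and 100% = 60 µM geldanamycin wells; inhibitors lower the luminescence because luciferase stays unfolded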
* marks the source's active call; other numbers are inactive results; ? = inconclusive; . = not tested or not shown; & = joins results of further samples.

SMILES	aSyn 5UTR inh	HSF-1 act	Platelet DG rel	GSK3B inh	Dyrk1A ADPGlo	IEC-6 cytotox	KLF5 inhibitor	HSF1 inh	GSK3A inh	HSP90 refold inh
Cc1ccc(C)c(OCC(=O)N2CCc3ccccc3C2)c1	-7	20	4	1	-2	-2	-27	4	-1	-3
COc1cc(NC(=O)c2cccnc2)ccc1-c1cc2ccccc2oc1=O	15	-12	7	3	.	1	-4	-6	0	-1
CCCCCOc1ccc(C(=O)C(c2ccccc2)N2CCOCC2)cc1 (stereo not drawn)	-4	-9	7	3	0	2	-8	4	-2	13
CCc1ccc(/C=C\C(=O)N2CCCC2)cc1	-78	7	12	1	2	.	.	11	-29	.
CCn1nc(C(=O)OCC(=O)Nc2nc(-c3ccc(OC)cc3)cs2)c2ccccc2c1=O	-116	77*	10	1	12	3	-51	40	3	2
CCOC(=O)C1CCCN(S(=O)(=O)c2cnc(Cl)c(Br)c2)C1 (stereo not drawn)	-1	-9	-4	5	-3	3	-36	8	-10	1
COc1ccccc1CCNC(=O)CSc1nnc2ccc(-c3ccncc3)nn12	11	-9	-16	-5	2	-7	2	-1	0	-4
COc1ccc(CC(=O)NCc2cccs2)cc1	6	-5	-3	0	-5	17	-14	-9	-4	-1
CN1CCN(c2nc3c(c(=O)[nH]c(=O)n3C)n2CC(N)=O)CC1	2	0	9	2	2	-1	-15	-2	0	0
COc1cc2c(cc1OC)CN(C1CC(=O)N(c3c(C)cccc3C)C1=O)CC2 (stereo not drawn)	0	9	-2	-1	.	4	-11	-1	.	0
Cc1ccc(C)c(NC(=O)C2COc3ccccc3O2)c1 (stereo not drawn)	-49	9	-2	2	1	0	-54	10	-2	1
COc1cc(C(=O)OCCN2CCOCC2)cc(OC)c1OC	1	24	-2	-6	10	5	-11	-1	0	6
Cc1cc(NC(=O)Cn2nc3c(cc2=O)CCCC3)ccc1Br	-29	-2	-24	2	-2	-2	-5	-4	-2	-1
Cc1ccsc1/C=C/c1ccc2ccccc2n1	34	-35	20	-2	9	2	-108	-24	4	9
Cc1cc(C)n(-c2nc(C)nc3sc4c(c23)CCC(C)C4)n1 (stereo not drawn)	17	-10	2	2	5	4	-5	-6	-7	4

Part of the list above, bar-delimited:
compound | aSyn 5UTR inh | HSF-1 act | Platelet DG rel | GSK3B inh | Dyrk1A ADPGlo | IEC-6 cytotox | KLF5 inhibitor | HSF1 inh | GSK3A inh | HSP90 refold inh
CCCCCOc1ccc(C(=O)C(c2ccccc2)N2CCOCC2)cc1 (stereo not drawn) | -4 | -9 | 7 | 3 | 0 | 2 | -8 | 4 | -2 | 13
CCc1ccc(/C=C\C(=O)N2CCCC2)cc1 | -78 | 7 | 12 | 1 | 2 | . | . | 11 | -29 | .
CCn1nc(C(=O)OCC(=O)Nc2nc(-c3ccc(OC)cc3)cs2)c2ccccc2c1=O | -116 | 77* | 10 | 1 | 12 | 3 | -51 | 40 | 3 | 2
CCOC(=O)C1CCCN(S(=O)(=O)c2cnc(Cl)c(Br)c2)C1 (stereo not drawn) | -1 | -9 | -4 | 5 | -3 | 3 | -36 | 8 | -10 | 1
COc1ccccc1CCNC(=O)CSc1nnc2ccc(-c3ccncc3)nn12 | 11 | -9 | -16 | -5 | 2 | -7 | 2 | -1 | 0 | -4
COc1ccc(CC(=O)NCc2cccs2)cc1 | 6 | -5 | -3 | 0 | -5 | 17 | -14 | -9 | -4 | -1

Entries above shown as hits in HSF-1 act.
canonical_smiles	aSyn 5UTR inh	HSF-1 act	Platelet DG rel	GSK3B inh	Dyrk1A ADPGlo	KLF5 inhibitor	HSF1 inh	GSK3A inh	HSP90 refold inh
CCn1nc(C(=O)OCC(=O)Nc2nc(-c3ccc(OC)cc3)cs2)c2ccccc2c1=O	-116	77*	10	1	12	-51	40	3	2

(list continues)
SMILES	aSyn 5UTR inh	HSF-1 act	Platelet DG rel	GSK3B inh	Dyrk1A ADPGlo	IEC-6 cytotox	KLF5 inhibitor	HSF1 inh	GSK3A inh	HSP90 refold inh
COc1ccc(-c2cccc(NC(=O)c3cccs3)c2)nn1	2	6	-6	2	12	.	.	4	-1	.
COc1ccc(C(=O)NCC(C)(C)SCc2c(C)cc(C)cc2C)cc1	38	-6	13	0	.	1	-8	-2	-1	0
COC(=O)C1=CN(CC2CCCO2)C=C(C(=O)OC)C1c1cccc(O)c1 (stereo not drawn)	21	11	2	1	0	3	-8	4	0	-7
O=C1OC(Nc2ccc(Cl)cn2)c2ccccc21 (stereo not drawn)	-21	5	1	0	-1	3	1	4	-3	1
Cc1cccc(Nc2nc(N)nc(CN3CCC(C(N)=O)CC3)n2)c1C	17	-5	11	5	15	0	-11	0	2	3
Cc1nc(CSc2nsc(C)c2C#N)cs1	-22	15	-3	0	1	-4	-28	5	0	-2
CNS(=O)(=O)c1cccc(C(=O)OCc2cc(C(C)=O)ccc2OC)c1	3	-3	-2	0	-1	3	-4	10	0	-1
Cc1c(NP(=O)(Oc2ccccc2F)Oc2ccccc2F)c(=O)n(-c2ccccc2)n1C	-11	-10	1	3	2	-6	-14	3	1	-5
Nc1nc(N2CCN(c3ccccn3)CC2)nc2ccccc12	-118	23	-5	2	3	-1	-106	-6	3	-2
Cc1occc1C(=O)N(C)Cc1nc(-c2ccc(Cl)cc2)no1	2	31	9	-1	-3	0	-15	7	-2	0
Cc1ccc(S(=O)(=O)C2(C(=O)NCc3ccc4c(c3)OCO4)CC2)cc1	-3	-18	-2	-2	2	3	-10	-3	0	-4
CC(=O)NNC(=S)NC(=O)c1ccccc1	-36	-4	11	-1	-5	7	-8	-2	-1	4
CC(C)(C)C(=O)NCCCc1ccccc1	8	7	-4	4	0	-1	-21	0	-1	-3
CC(/C=N/n1c(-c2n[nH]c3c2CCC3)n[nH]c1=S)=C\c1ccco1	7	-9	13	-15	2	-15	4	1	0	4
CCOC(=O)c1cc(C(=O)Nc2ccc(C)c(F)c2)nn1C	-224	?	11	2	0	2	-24	33	0	-8

Fetched by compound from above (four):
SMILES	aSyn 5UTR inh	HSF-1 act	Platelet DG rel	GSK3B inh	Dyrk1A ADPGlo	IEC-6 cytotox	KLF5 inhibitor	HSF1 inh	GSK3A inh	HSP90 refold inh
Cc1nc(CSc2nsc(C)c2C#N)cs1	-22	15	-3	0	1	-4	-28	5	0	-2
Nc1nc(N2CCN(c3ccccn3)CC2)nc2ccccc12	-118	23	-5	2	3	-1	-106	-6	3	-2
Cc1cccc(Nc2nc(N)nc(CN3CCC(C(N)=O)CC3)n2)c1C	17	-5	11	5	15	0	-11	0	2	3
Cc1c(NP(=O)(Oc2ccccc2F)Oc2ccccc2F)c(=O)n(-c2ccccc2)n1C	-11	-10	1	3	2	-6	-14	3	1	-5

Going on with the list:
SMILES	aSyn 5UTR inh	HSF-1 act	Platelet DG rel	GSK3B inh	Dyrk1A ADPGlo	IEC-6 cytotox	KLF5 inhibitor	HSF1 inh	GSK3A inh	HSP90 refold inh
O=S(=O)(N/N=C\c1cccnc1)c1ccccc1	0	-13	2	2	3	-10	-21	-4	1	1
CCc1ccc(-c2nc(CS(=O)CC(=O)NC3CC3)c(C)o2)cc1 (stereo not drawn)	-37	-3	-4	2	10	-8	-24	-1	0	-2
CCC1(C)NC(=O)N(CC(=O)N2N=C(c3ccccc3)CC2c2ccc(OC)cc2)C1=O (stereo not drawn)	-8	11	-7	4	9	2	-9	11	-3	-3
CCCCn1c(N)c(N(CC(C)C)C(=O)CCCc2nc3ccccc3c(=O)[nH]2)c(=O)[nH]c1=O	-11	-20	-11	2	-1	.	.	-10	-3	.
O=C(O)CCC(=O)NNC(=O)CCC1CCCCC1	32	7	19	-2	2	2	-6	1	2	0
CC(C)N(Cc1cc2ccccc2[nH]c1=O)C(=O)c1cccc([N+](=O)[O-])c1	13	0	9	0	-4	5	12	-1	0	-5
Nc1ccc(C(=O)OCC(=O)NC(=O)c2ccccc2)cc1[N+](=O)[O-]	1	1	-1	0	-4	.	.	1	1	.
Cc1ccc(SCCNC(=O)CN(c2ccc3c(c2)OCO3)S(C)(=O)=O)cc1	-36	3	0	1	5	-4	-22	-10	-4	1
CC(=O)Nc1ccc(S(=O)(=O)N2CCN(C(=O)c3ncoc3-c3ccc(F)cc3)CC2)cc1	-23	15	2	3	-1	2	-3	-4	-1	1
Clc1c(-c2ccccc2)nnn1-c1ccccc1	-65	75*	-15	4	-7	-5	-88	41	1	-3
COc1ccc(OC)c(N(CC(=O)Nc2ccccc2C(=O)NCc2ccco2)S(C)(=O)=O)c1	-2	3	-4	1	2	-6	-26	3	-3	2
O=C(CN1CCN(S(=O)(=O)c2cc(Cl)ccc2Cl)CC1)c1ccc(O)c(O)c1	-4	5	14	1	0	7	-47	-3	1	-4
CCN(CC)CCCn1c2c(c(SCC(=O)Nc3ccc(C)c(F)c3)nc1=O)CCC2	-28	12	-4	-1	-3	.	.	2	-3	.
NC(=O)CC(NC(=O)Cc1cccc2ccccc12)c1ccc(NCCCN2CCCC2=O)c([N+](=O)[O-])c1 (stereo not drawn)	21	-16	2	-2	11	0	-7	-3	-3	-3
O=c1cc(Nc2ccc3c(c2)OCCO3)[nH]c(=O)n1-c1ccc(Cl)cc1	-22	-23	1	0	-3	-3	-31	-10	-2	1
COCCNC(=O)C1CCN(S(=O)(=O)c2ccc3c(c2)OCCO3)CC1	1	-10	-6	-2	-4	.	.	-2	-1	.
Nc1nnc(-c2cccc(Cl)c2Cl)c(N)n1	-8	-6	-7	-2	9	3&0	-26&-31	0	-3	4&1
COC(=O)c1ccc(NC(=O)CSc2nc(=O)cc(N)n2-c2ccccc2)cc1	-23	42	5	4	-4	-12	-6	2	-3	1
CCc1ccccc1NC(=O)c1cccc(NC(=O)/C=C/c2ccco2)c1	-100	31	-7	2	.	3	-35	9	-1	0
Cc1cc(-c2ccc(C)c(S(=O)(=O)N3CCN(c4ccccn4)CC3)c2)on1	2	8	-3	0	-2	2	-15	2	3	-1
CCCCN=CC1=C(O)CC(c2ccccc2)CC1=O (stereo not drawn)	32	-8	-2	-1	-3	2	-9	-2	-2	7
CC(=O)NC(Cc1ccccc1)c1ccc2c(c1)OCCCO2 (stereo not drawn)	-53	-10	8	2	6	-5	-27	3	-1	-3
CCOC(=O)Cc1csc(NC(=O)Cc2ccc(C)cc2)n1	16	-1	-55	0	.	-8	-13	1	0	-1
O=C(Nc1cccc(-c2nn[nH]n2)c1)c1csc2c1CCCC2	3	0	-6	2	56*	2	-32	1	3	3

Assay outcomes from PubChem BioAssay.

The list is partial; count on the stated rates, not on these rows.
